FadD28 binding: M. tuberculosis FadD28 bisubstrate binding inhibition | inhibition, % at 12.5 µM | FadD28 bisubstrate probe binding, fluorescence polarization | hit rate 0.22% among 360,000; in the data active means inhibition above about 8.5%, passing the limit was not always enough; inconclusive means no clear call, values can overlap the other calls
MazEF act: increases E. coli MazEF RNase cleavage of RNA. AID 504720. hit rate 0.32% among 350,000. P0AE70. FAM/BHQ RNA-DNA oligo cleavage fluorescence, 5 h. activation, % at 20 µM; in the data active means activation above about 50%
Target sequence (P0AE70 whole entry, looked up): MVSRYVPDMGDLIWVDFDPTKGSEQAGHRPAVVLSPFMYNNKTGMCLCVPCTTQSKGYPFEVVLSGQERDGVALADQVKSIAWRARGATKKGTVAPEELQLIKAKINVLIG
Rv3671c protease: Rv3671c (M. tuberculosis) protease inhibition; P9WHR9; inhibition, % at 5.96 µM; hit rate 0.048% among 320,000; AID 2606; in the data active means inhibition above about 38%;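 further: extracellular domain of Rv3671c used as enzyme; 0% = enzyme with DMSO and 100% = no enzyme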
PrPC TRFRET: cell surface PrPC inhibition, primary TR-FRET screen; TR-FRET read-out; P04156; hit rate 0.43% among 370,000; inhibition, % at 13.8 µM; in the data active means inhibition above about 24%; further: 0% = median of the test wells and 100% = reference compound wells
FBA Mtb inh: Mtb fructose-bisphosphate aldolase inhibition. P9WQA3. purified M. tuberculosis FBA, fluorescence read-out. inhibition, % at 1 µM. hit rate 2.3% among 360,000. AID 588726; in the data active means inhibition above about 27%;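 further: 0% = vehicle and 100% = reference inhibitor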
Target sequence (P9WQA3 whole entry, looked up): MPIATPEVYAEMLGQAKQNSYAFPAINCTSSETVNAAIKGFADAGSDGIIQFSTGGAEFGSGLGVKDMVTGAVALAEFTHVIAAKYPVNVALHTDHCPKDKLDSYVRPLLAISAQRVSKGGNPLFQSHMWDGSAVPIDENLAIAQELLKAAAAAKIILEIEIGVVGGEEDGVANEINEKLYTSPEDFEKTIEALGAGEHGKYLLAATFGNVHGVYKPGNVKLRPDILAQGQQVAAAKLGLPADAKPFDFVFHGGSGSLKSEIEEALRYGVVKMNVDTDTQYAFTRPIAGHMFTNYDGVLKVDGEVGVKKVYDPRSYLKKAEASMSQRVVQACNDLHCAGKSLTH
GDH-TPI inh: inhibits GDH-TPI coupling enzymes, artifact for Mtb FBA screen; AID 588335; hit rate 1.2% among 360,000; inhibition, % at 4.8 µM; GDH-TPI coupled enzyme counterscreen, NADH absorbance; in the data active means inhibition above about 30%;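 further: 0% = DMSO wells and 100% = wells lacking the enzyme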
BioA inh: inhibitors of Mycobacterium tuberculosis BioA enzyme. purified M. tuberculosis BioA enzyme, plate reader. inhibition, % at 9.99 µM. hit rate 0.096% among 360,000; in the data active means inhibition above about 40%; inconclusive means no clear call, values can overlap the other calls
UGM FP inh: Mtb UDP-galactopyranose mutase inhibition | P9WIQ1 | purified UGM, fluorescence polarization probe displacement | inhibition, % at 10 µM | hit rate 0.06% among 320,000 | AID 504406; in the data active means inhibition above about 10%, passing the limit was not always enough; inconclusive means no clear call, values can overlap the other calls
Target sequence (P9WIQ1 whole entry, looked up): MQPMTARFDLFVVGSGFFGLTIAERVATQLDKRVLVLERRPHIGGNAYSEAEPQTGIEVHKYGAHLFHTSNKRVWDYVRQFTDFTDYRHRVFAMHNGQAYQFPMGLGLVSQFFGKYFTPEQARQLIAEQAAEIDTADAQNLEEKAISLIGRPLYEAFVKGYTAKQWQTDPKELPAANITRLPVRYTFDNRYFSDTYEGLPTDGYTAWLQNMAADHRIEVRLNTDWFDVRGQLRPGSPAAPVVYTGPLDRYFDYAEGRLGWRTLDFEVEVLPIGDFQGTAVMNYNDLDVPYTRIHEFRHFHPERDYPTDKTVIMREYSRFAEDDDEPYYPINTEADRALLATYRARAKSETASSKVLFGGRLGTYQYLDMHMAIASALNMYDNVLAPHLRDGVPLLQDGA
BoNT-F LC inh: blocks Botulinum neurotoxin F light chain protease; Multiplex microsphere protease cleavage assay, flow cytometry; inhibition, % at 10 µM; hit rate 0.22% among 360,000; in the data active means inhibition above about 35%, passing the limit was not always enough; inconclusive means no clear call, values can overlap the other calls; further: plate controls were buffer without enzyme for full effect and enzyme alone for no effect
* = called active by the depositor; ? = inconclusive; . = no result given; & = joins results of further samples. An unsorted share of the library; any-hit rate near 4.8%.

Every second line gives: MazEF act	Rv3671c protease	PrPC TRFRET	GDH-TPI inh	BoNT-F LC inh	FadD28 binding	BioA inh	FBA Mtb inh	UGM FP inh
COc1ccc(S(=O)(=O)N2CCN(Cc3cc(OC)c(O)c(OC)c3)CC2)cc1
  7	-1	0	0	-9	-1.6	-3.2	1	-0.8
O=C(CSC1=NNC(c2ccccn2)S1)Nc1ccccc1 (stereo not given)
  7	-4	3	2	?	-0.9	5.2	-6	-0.9
Cc1ccc(C(=O)O/N=C(\N)Cc2cccs2)c(Cl)c1
  3	1	.	9	2	0.1	2.1	3	-1.9
COc1cc(OC)cc(C(=O)NC(C(=O)N2CCc3ccccc3C2)C(C)C)c1 (stereo not given)
  -9	1	5	-15	3	-11	-0.9	-1	-0.7
CCCC(C)NC(C)C(=O)NC1CCCC1 (stereo not given)
  1	2	2	0	1	-1.4	-2.4	-2	-2.8
CCOCCCn1c(=S)[nH]c2ncccc2c1=O
  7	-10	-5	14	22	-4.0	-0.1	2	-0.5
COc1ccc(CCC(=O)Nc2cccc(S(=O)(=O)N3CCCCCC3)c2)cc1OC
  1	-10	6	0	-9	-0.1	5.1	0	2.5
Cc1nn(CCc2nn[nH]n2)c2nc(-c3ccccc3)cc(C(F)(F)F)c12
  1	-6	13	5	0	-2.2	.	40*	0.9
COc1ccc(C#Cc2c(-c3ccc(OC)cc3)oc3ccc(-c4ccc(OC)cc4)cc23)cc1
  0	-12	5	11	7	-1.1	-5.5	3	-0.5
CCN1CCN(C(=S)c2ccc(SC)cc2)CC1
  -5	-6	0	-1	-5	-3.6	0.9	2	-0.6
CN(CC(=O)Nc1c(Cl)cccc1Cl)C(=O)Cc1ccc2c(c1)CCC2
  6	4	11	5	5	0.7	0.8	-3	-0.1
O=C(CCNC(=O)Cn1ccc2ccccc2c1=O)NCCCN1CCN(c2ccccc2F)CC1
  4	4	2	8	.	-3.4	3.4	-6	0.0
CCOC(=O)N1CCN(C(=O)Cn2nc(C)c3sc4ccccc4c3c2=O)CC1
  1	-5	14	-2	-3	-3.2	-0.1	4	2.8
CC1CC(C)CN(C(=O)c2ccc(S(=O)(=O)N3CC(C)CC(C)C3)cc2)C1 (stereo not given)
  0	3	10	-11	5	-3.2	1.0	1	-3.8
CC(=O)c1cccc(OCC(=O)Nc2cc(Cl)ccc2-n2cncn2)c1
  -5	5	0	-2	-2	-2.7	-0.5	-3	-0.7

Reformatted as tab-separated lines: entries from further up
SMILES	MazEF act	Rv3671c protease	PrPC TRFRET	GDH-TPI inh	BoNT-F LC inh	FadD28 binding	BioA inh	FBA Mtb inh	UGM FP inh
COc1ccc(S(=O)(=O)N2CCN(Cc3cc(OC)c(O)c(OC)c3)CC2)cc1	7	-1	0	0	-9	-1.6	-3.2	1	-0.8
O=C(CSC1=NNC(c2ccccn2)S1)Nc1ccccc1 (stereo not given)	7	-4	3	2	?	-0.9	5.2	-6	-0.9
Cc1ccc(C(=O)O/N=C(\N)Cc2cccs2)c(Cl)c1	3	1	.	9	2	0.1	2.1	3	-1.9
COc1cc(OC)cc(C(=O)NC(C(=O)N2CCc3ccccc3C2)C(C)C)c1 (stereo not given)	-9	1	5	-15	3	-11	-0.9	-1	-0.7
CCCC(C)NC(C)C(=O)NC1CCCC1 (stereo not given)	1	2	2	0	1	-1.4	-2.4	-2	-2.8
CCOCCCn1c(=S)[nH]c2ncccc2c1=O	7	-10	-5	14	22	-4.0	-0.1	2	-0.5
COc1ccc(CCC(=O)Nc2cccc(S(=O)(=O)N3CCCCCC3)c2)cc1OC	1	-10	6	0	-9	-0.1	5.1	0	2.5
Cc1nn(CCc2nn[nH]n2)c2nc(-c3ccccc3)cc(C(F)(F)F)c12	1	-6	13	5	0	-2.2	.	40*	0.9
COc1ccc(C#Cc2c(-c3ccc(OC)cc3)oc3ccc(-c4ccc(OC)cc4)cc23)cc1	0	-12	5	11	7	-1.1	-5.5	3	-0.5
CCN1CCN(C(=S)c2ccc(SC)cc2)CC1	-5	-6	0	-1	-5	-3.6	0.9	2	-0.6

The list continues:
Every second line gives: MazEF act	Rv3671c protease	PrPC TRFRET	GDH-TPI inh	BoNT-F LC inh	FadD28 binding	BioA inh	FBA Mtb inh	UGM FP inh
CCC(C)C(NC(=O)c1ccccc1NC(=O)c1ccco1)C(=O)NNC(=O)c1ccncc1 (stereo not given)
  -2	4	-6	1	-2	-2.8	.	6	0.0
CCC(O)CC(C(=O)NNc1ccccc1)C(=O)NNc1ccccc1 (stereo not given)
  5	7	22	2	-4	-1.6	.	-3	0.7
CN(CC(=O)N1CCC(C(N)=O)CC1)S(=O)(=O)c1ccc2ccccc2c1
  6	7	-4	6	4	-0.5	0.9	2	-3.6
COc1ccc(NC(=O)C(OC(=O)c2cnccn2)c2ccccc2)cc1Cl (stereo not given)
  2	-3	5	8	-2	-0.5	-0.7	-1	-1.2
CCNC(=S)N1CCCC(c2nc3ccc(C)cc3[nH]2)C1 (stereo not given)
  9	6	-3	4	3	-0.1	.	1	0.1
C[C@@H]1CN([C@H](C)CO)C(=O)c2cc(NC(=O)Cc3cn(C)c4ccccc34)ccc2O[C@H]1CN(C)S(=O)(=O)c1ccc(F)cc1
  -13	-4	3	0	4	0.3	-2.5&-2.4	0	0.8
COc1ccc(-n2cnc3sc4c(c3c2=O)CCCC4)cc1
  1	1	8	5	-4	-4.0	.	-1	-2.0
CC1Cc2ccccc2N1C(=O)COC(=O)c1n[nH]c(=O)c2ccccc12 (stereo not given)
  -1	-4	7	8	-6	-0.5	.	5	0.0
Cc1cc(NS(=O)(=O)c2ccc(NC(=O)c3cccc(OC(F)F)c3)cc2)nc(C)n1
  0	-3	3	1	4	-1.3	-2.0	-2	-1.9
C=C(C)C1CC=C(C)/C(=N/NC(=O)c2cccc([N+](=O)[O-])c2)C1 (stereo not given)
  -4	2	-3	3	-5	0.2	-1.7	-5	-1.4
Cc1cc(C)nc(N/N=C/c2cccc3ccccc23)n1
  -7	10	0	14	-4	-1.9	.	2	-0.4
COc1ccccc1NC(=O)CN1C(=O)NC2(CCCCCCC2)C1=O
  16	2	0	-5	3	-2.5	3.5	-5	3.2
CCOCCCNC(=O)C(NC(=O)CNC(=O)c1ccccc1)c1ccccc1 (stereo not given)
  2	7	3	11	12	1.6	0.0	-2	-3.1
C/C(=N/NC(=O)CNC(=O)c1ccccn1)c1ccccc1
  7	-3	9	6	1	-0.1	.	2	-0.9
Cc1noc(C)c1COC(=O)/C=C/c1ccc(Cl)cc1
  -5	-1	-3	-2	-6	-0.9	0.1	1	6.3

Other entries follow.
Every second line gives: MazEF act	Rv3671c protease	PrPC TRFRET	GDH-TPI inh	BoNT-F LC inh	FadD28 binding	BioA inh	FBA Mtb inh	UGM FP inh
CC(C)Cn1c(SCC(=O)c2c(N)n(C)c(=O)n(C)c2=O)nc2ccccc21
  16	-4	-1	6	-18	-5.2	-1.0	-1	0.7
C/C(=N\NC(=O)COc1ccc(C(C)(C)C)cc1)c1cc2ccccc2o1
  5	2	-3	12	5	-0.4	-0.4	-5	-2.5
CC(OC(=O)c1cn(C)c2ccccc12)C(=O)N(C)c1ccccc1 (stereo not given)
  -3	.	4	1	-12	-1.9	0.6	-1	.
COc1cccc(-c2nc(-c3ccncc3)no2)c1
  -2	4	3	-1	-27	-3.2	.	-3	0.4
CCCCCCn1c(N2CCC(C)CC2)nc2c1c(=O)[nH]c(=O)n2C
  0	6	4	-3	-4	-3.0	1.3	4	0.0
Fc1cccc(CO/N=C/c2c(-c3ccccc3)nc3ccc(Cl)cn23)c1
  -13	-4	-1	4	-4	-1.4	0.8	0	-2.0
Cc1noc(C)c1NC(=O)Nc1cccc2c1O[C@@H](CN(C)Cc1ccc3c(c1)OCO3)[C@@H](C)CN([C@H](C)CO)C2=O
  -3	-5	-1	5	1	0.1	-2.3&-5.0	0	1.1
N#CCC(=O)Nc1ccc(C(F)(F)F)cc1N1CCOCC1
  4	1	-8	-5	3	-3.0	.	0	1.8
CCCn1cnnc1CNC(=O)[C@H]1O[C@@H](n2cnc3c(N)ncnc32)[C@H](O)[C@@H]1O
  .	.	-5	.	0	0.8	0.0	2	.
CC(C)(C)NC(=O)NC(=O)CSc1ncccn1
  1	6	6	-9	0	-3.3	0.7	-2	-2.7
CC(C)C[C@H](NC(=O)OC(C)(C)C)C(=O)N[C@@H](CO)[C@H](O)[C@@H]1C[C@@H]1C(=O)NC1CCCCC1
  -3	-9	0	0	0	1.4	0.0	7	-2.6
Cc1ccc(C=Nc2ccccc2C#N)s1
  -6	0	5	-6	-2	-0.8	-0.7	1	1.0
CC1CCC(NC(=O)c2ccc(S(C)(=O)=O)cc2)CC1 (stereo not given)
  -4	-1	4	-2	1	-1.6	.	-5	-2.7
CN(C(=O)CSc1ncnc2sc3c(c12)CCCC3)C1CCS(=O)(=O)C1 (stereo not given)
  -2	-1	7	4	4	-0.3	0.0	1	0.0
Cc1cccc(COCC(Cc2ccccc2)N2CCN(C(=O)c3cc(Cl)cc(Cl)c3)CCC2=O)c1 (stereo not given)
  -8	-3	.	10	-12	-0.6	-1.0	-2	0.0

Next part
Every second line gives: MazEF act	Rv3671c protease	PrPC TRFRET	GDH-TPI inh	BoNT-F LC inh	FadD28 binding	BioA inh	FBA Mtb inh	UGM FP inh
N#Cc1ccccc1OCC(=O)OCC(=O)c1ccc2c(c1)NC(=O)CO2
  3	9	0	1	3	1.3	-1.8	4	-1.7
CC(C)(C)OC(=O)N1CCCC(C(=O)Nc2cccc(C(=O)NCc3ccccc3)c2)C1 (stereo not given)
  2	.	6	-8	-2	-0.9	-0.1	3	.
COc1ccc(CNCCNC(=O)c2cccs2)c(OC)c1OC
  2	-5	0	-1	4	-4.8	.	-3	-4.6
COc1ccc(Oc2coc3cc(OC(=O)N4CCOCC4)ccc3c2=O)cc1
  -2	4	-1	7	3	-1.3	-1.7	-2	-2.5
COc1ccc(C)cc1NC(=O)C(OC(=O)c1cccc(S(=O)(=O)N(C)c2ccccc2)c1)c1ccccc1 (stereo not given)
  1	2	-3	3	-1	-4.8	.	-1	0.3
COC(=O)c1ccc(C)c(NC(=O)CSc2nnc3ccccn23)c1
  4	4	-4	5	-7	-0.7	-4.0	3	-2.2
O=C(COc1ncnc2ccccc12)c1ccc(Cl)cc1
  2	5	0	-3	-3	-1.5	.	1	2.7
CCOC(=O)C1CCN(CCC(=O)Nc2ccc(Cl)cc2)CC1
  2	-7	-2	2	0	0.2	1.5	2	0.4
O=C1N/C(=N/N=C/c2ccccc2O)SC1Cc1ccc(F)cc1 (stereo not given)
  -4	2	0	27	-9	-0.2	.	2	0.8
CN(C)c1ccc(C2C3C(=O)N(c4ccc(C(=O)O)cc4)C(=O)C3ON2c2ccccc2)cc1 (stereo not given)
  2	-12	-8	3	-14	0.0	0.3	-2	0.9
O=C(c1ccccc1)c1ccccc1N=Cc1c(O)[nH]c(=O)[nH]c1=O
  12	1	-5	8	-7	-1.8	.	-1	-0.7
Oc1ccc(N=C/C=C/c2cccc(Br)c2)cc1-c1nc2ccccc2s1
  3	-9	.	20	-8	-1.7	.	-1	-1.6
COc1ccc(-c2cc(=O)oc3c(C)c(OCC(=O)N(C)C)ccc23)cc1
  13	-4	-21	10	-7	-3.5	11	1	1.4
COc1ccc(-c2cc(C)nc(SCC(=O)c3cccc([N+](=O)[O-])c3)n2)cc1
  -5	-2	2	-3	16	-4.4	0.6	-2	-0.2
CC(C(=O)Nc1nncs1)N1C(=O)C2C3C=CC(C3)C2C1=O (stereo not given)
  1	2	8	4	2	-1.5	.	1	0.1
Cc1cccc(-c2noc(-c3cc4ccccc4oc3=O)n2)c1
  7	-2	-5	22	-8	0.2	-0.7	1	-0.4
CNc1c(NC(=O)C2CCC(C)CC2)c(=O)oc2ccccc12 (stereo not given)
  3	0	-2	-4	11	-1.0	-1.2	2	-0.2
